Bcl-B TR3 displacers: displacers of TR3 peptide from Bcl-B, primary screen, selectivity assay for Bfl-1 inhibitor project, biochemical, fluorescence polarization. FP displacement of FITC-TR3 peptide from Bcl-B; higher % means a stronger effect. displacement, % at 20 µM, or IC50 in µM where a hit was titrated. 0.11% of 96,000 active. AID 748;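 active = displacement above 50% at 20 µM plus a fluorescence interference ratio under 1.5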;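 note: plate controls were wells without compound for no effect and wells lacking Bcl-B protein for full effect; a part of the inactive calls stands beside numbers as strong as those of hits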
MRP reversal: compounds reversing MRP-mediated drug resistance | H69AR cells + 2 uM doxorubicin, CellTiter-Glo, 72 h | AID 602 | differential viability (reversal), % at 10 µM | 0.04% of 85,000 active;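 active = viability drop by adding the cancer drug above about 55%, with treated viability meeting a 40% cutoff, limit read from the data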;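 note: viability without doxorubicin minus viability with 2 µM doxorubicin for each compound; larger differential means the compound sensitizes cells more to doxorubicin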
IL1B NFkB pot: enhances IL-1B driven NFkB nuclear translocation; HUVEC IL-1B NFkB p65 nuclear translocation imaging; 0.3% of 94,000 active; activation, % at 2 µM; AID 819;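 active = activation above 40%, about the mean plus 3 SD, also judged a hit on visual image review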;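 note: percent activation is computed from the nuclear over cytoplasmic p65 intensity ratio; values of inactives mirror those of a sister screen read the other way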
PLAP inhibitors HTS: inhibition of human placental alkaline phosphatase – biochemical, luminescence, HTS (AID 690). purified PLAP, luminescent substrate; higher % means a stronger effect. inhibition, % at 20 µM, or IC50 in µM where a hit was titrated. 0.08% of 96,000 active; in the data active = a potency from the dose series; inactive = the rest, 99 in 100 with inhibition below about 30%; note: strong numbers were not always called active
IL1B NFkB inh: blocks IL-1B driven NFkB nuclear translocation in HUVEC cells. HUVEC IL-1B NFkB p65 nuclear translocation imaging. inhibition, % at 2 µM. AID 796. 0.43% of 94,000 active;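 active = inhibition above about 30% together with a positive call from visual inspection of the well image, limit read from the data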;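 note: nuclear over cytoplasmic p65 intensity ratio measured by imaging; 0% = IL-1B stimulated DMSO wells and 100% = unstimulated DMSO wells; values of inactives mirror those of a sister screen read the other way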
MRP reversal cytotoxicity: further read-out of MRP reversal, marked with its call; viability, %; H69AR cells, CellTiter-Glo, 72 h; measured here: cytotoxicity without doxorubicin
MRP reversal with doxorubicin: recorded beside MRP reversal, whose call it bears; viability, %; measured here: viability with 2 uM doxorubicin; active compounds read low
IL1B NFkB inh cell count 2 µM: also measured in IL1B NFkB inh; calls as there; cell count; measured here: cells passing quality filter;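 raw number of nuclei counted in each imaged well without normalization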
IL1B NFkB pot cell count 2 µM: also measured in IL1B NFkB pot; calls as there; cell count; measured here: cells passing quality filter
Starred values were filed as active, the others as inactive. Only part of the results is shown. The share of hits here may be higher or lower than overall.

`O=C(Nc1cccc([N+](=O)[O-])c1)C12CC3CC(C1)CC(n1cnc([N+](=O)[O-])n1)(C3)C2` gave Bcl-B TR3 displacers -1%, IL1B NFkB pot -3, PLAP inhibitors HTS 3%, IL1B NFkB inh 3, IL1B NFkB inh cell count 2 µM 135 and IL1B NFkB pot cell count 2 µM 135.
Screening c1csc(C2C3=C(Nc4ncnn42)c2ccccc2OC3)c1 (configuration not stated) returned Bcl-B TR3 displacers 3%, MRP reversal 3, IL1B NFkB pot -2, PLAP inhibitors HTS 14%, IL1B NFkB inh 2, MRP reversal cytotoxicity 75, MRP reversal with doxorubicin 72, IL1B NFkB inh cell count 2 µM 106 and IL1B NFkB pot cell count 2 µM 106.
For O=S1(=O)CCC(SCc2nc3sccn3c2Br)C1 (configuration not stated) the results were Bcl-B TR3 displacers 10%, MRP reversal 7, IL1B NFkB pot -4, PLAP inhibitors HTS -2%, IL1B NFkB inh 4, MRP reversal cytotoxicity 97, MRP reversal with doxorubicin 91, IL1B NFkB inh cell count 2 µM 189 and IL1B NFkB pot cell count 2 µM 189.
Screening CCOC(=O)c1oc2ccc(S(=O)(=O)N3CCC(C)CC3)cc2c1C returned Bcl-B TR3 displacers 2%, IL1B NFkB pot -7, PLAP inhibitors HTS 4%, IL1B NFkB inh 7, IL1B NFkB inh cell count 2 µM 147 and IL1B NFkB pot cell count 2 µM 147.
Screening Cc1cc(S(=O)(=O)NCc2ccc(S(N)(=O)=O)cc2)c(C)s1 returned Bcl-B TR3 displacers -4%, MRP reversal -1, IL1B NFkB pot 17, PLAP inhibitors HTS 13%, IL1B NFkB inh -17, MRP reversal cytotoxicity 96, MRP reversal with doxorubicin 97, IL1B NFkB inh cell count 2 µM 128 and IL1B NFkB pot cell count 2 µM 128.
For COCCNC(=O)C1CCN(S(=O)(=O)N2CCC3(CC2)OCCO3)CC1 the results were Bcl-B TR3 displacers 2%, MRP reversal 5, IL1B NFkB pot 4, PLAP inhibitors HTS -7%, IL1B NFkB inh -4, MRP reversal cytotoxicity 96, MRP reversal with doxorubicin 91, IL1B NFkB inh cell count 2 µM 172 and IL1B NFkB pot cell count 2 µM 172.
Screening CCc1ccccc1-n1c(SCC(=O)Nc2ccc3c(c2)OCCO3)nc2[nH]ncc2c1=O returned Bcl-B TR3 displacers -5%, MRP reversal -30, IL1B NFkB pot 13, PLAP inhibitors HTS -93%, IL1B NFkB inh -13, MRP reversal cytotoxicity 39, MRP reversal with doxorubicin 69, IL1B NFkB inh cell count 2 µM 107 and IL1B NFkB pot cell count 2 µM 107.
`CCCc1cc(=O)n2[nH]c(-c3ccc(C)cc3)cc2n1` gave Bcl-B TR3 displacers 1%, MRP reversal 7, PLAP inhibitors HTS -3%, MRP reversal cytotoxicity 91 and MRP reversal with doxorubicin 85.
For O=C(c1ccccc1)N(Cc1ccc(F)cc1)C1CCS(=O)(=O)C1 (configuration not stated) the results were Bcl-B TR3 displacers 1%, MRP reversal 4, IL1B NFkB pot -8, PLAP inhibitors HTS 4%, IL1B NFkB inh 8, MRP reversal cytotoxicity 94, MRP reversal with doxorubicin 90, IL1B NFkB inh cell count 2 µM 209 and IL1B NFkB pot cell count 2 µM 209.
C=CCNC(=O)c1onc(CSc2ccc(Cl)cc2)c1C(=O)O was read as Bcl-B TR3 displacers -1%, IL1B NFkB pot 0, PLAP inhibitors HTS -8%, IL1B NFkB inh 0, IL1B NFkB inh cell count 2 µM 147 and IL1B NFkB pot cell count 2 µM 147.
COc1ccc(NC(=O)CSc2nnc(Cc3cccn3C)n2-c2ccc(OC)cc2)cc1 was read as Bcl-B TR3 displacers -4%, MRP reversal -5, PLAP inhibitors HTS -50%, MRP reversal cytotoxicity 82 and MRP reversal with doxorubicin 87.
`OCCn1c(SCCOc2ccccc2F)nc2ccccc21` gave Bcl-B TR3 displacers 0%, MRP reversal 18, IL1B NFkB pot 1, PLAP inhibitors HTS 20%, IL1B NFkB inh -1, MRP reversal cytotoxicity 79, MRP reversal with doxorubicin 61, IL1B NFkB inh cell count 2 µM 105 and IL1B NFkB pot cell count 2 µM 105.
`CSc1nsc(SCC(=O)Nc2ccc(Br)cn2)n1` gave Bcl-B TR3 displacers 3%, IL1B NFkB pot 11, PLAP inhibitors HTS -10%, IL1B NFkB inh -12, IL1B NFkB inh cell count 2 µM 161 and IL1B NFkB pot cell count 2 µM 161.
Screening Cc1ccc(NC(=O)CCn2cccc2)cc1C returned Bcl-B TR3 displacers 6%, MRP reversal -14, IL1B NFkB pot 5, PLAP inhibitors HTS 6%, IL1B NFkB inh -5, MRP reversal cytotoxicity 93, MRP reversal with doxorubicin 107, IL1B NFkB inh cell count 2 µM 154 and IL1B NFkB pot cell count 2 µM 154.
CC1(C)N=C(N)N=C(N)N1c1ccc(F)cc1F was read as Bcl-B TR3 displacers 4%, MRP reversal -5, IL1B NFkB pot -10, PLAP inhibitors HTS 2%, IL1B NFkB inh 10, MRP reversal cytotoxicity 92, MRP reversal with doxorubicin 97, IL1B NFkB inh cell count 2 µM 131 and IL1B NFkB pot cell count 2 µM 131.
Screening CC1(C(=O)O)CCC(C(=O)Nc2ccccc2O)C1(C)C (configuration not stated) returned Bcl-B TR3 displacers 1%, MRP reversal -5, PLAP inhibitors HTS 19%, MRP reversal cytotoxicity 85 and MRP reversal with doxorubicin 90.
CC/C(=C1/C(=O)CC(C)(C)C(C(=O)OC)C1=O)N1CCCC1 (configuration not stated) was read as Bcl-B TR3 displacers 6%, MRP reversal 4, PLAP inhibitors HTS 8%, MRP reversal cytotoxicity 93 and MRP reversal with doxorubicin 89.
`O=C(CN1CCOCCOCCOCC1)Nc1ccccc1` gave Bcl-B TR3 displacers -1%, IL1B NFkB pot 1, PLAP inhibitors HTS 7%, IL1B NFkB inh -1, IL1B NFkB inh cell count 2 µM 147 and IL1B NFkB pot cell count 2 µM 147.
`COC(=O)CCC(=O)Nc1ccc(Cl)c(Cl)c1` gave Bcl-B TR3 displacers 3%, MRP reversal -7, IL1B NFkB pot 25, PLAP inhibitors HTS 13%, IL1B NFkB inh -25, MRP reversal cytotoxicity 92, MRP reversal with doxorubicin 100, IL1B NFkB inh cell count 2 µM 214 and IL1B NFkB pot cell count 2 µM 214.
`CCC1=C(OC(=O)c2ccccc2)C(C)(C)C(c2ccccc2)OC1=O` (configuration not stated) gave Bcl-B TR3 displacers -3%, MRP reversal 27, IL1B NFkB pot 26, PLAP inhibitors HTS 23%, IL1B NFkB inh -26, MRP reversal cytotoxicity 106, MRP reversal with doxorubicin 79, IL1B NFkB inh cell count 2 µM 133 and IL1B NFkB pot cell count 2 µM 133.
For Cc1nnc(-c2cccc(Br)c2)c2cn(-c3ccccc3)nc12 the results were Bcl-B TR3 displacers -5%, IL1B NFkB pot -3, PLAP inhibitors HTS 2%, IL1B NFkB inh 3, IL1B NFkB inh cell count 2 µM 130 and IL1B NFkB pot cell count 2 µM 130.
For COc1ccccc1C(=O)N/C(=C/c1ccc(Br)cc1)C(=O)NCCO the results were Bcl-B TR3 displacers 9%, IL1B NFkB pot 5, PLAP inhibitors HTS -18%, IL1B NFkB inh -5, IL1B NFkB inh cell count 2 µM 148 and IL1B NFkB pot cell count 2 µM 148.
CC1(C)C(=O)OC(c2ccco2)C(C)(C)C1=O (configuration not stated) was read as Bcl-B TR3 displacers 4%, MRP reversal 10, IL1B NFkB pot 6, PLAP inhibitors HTS -5%, IL1B NFkB inh -6, MRP reversal cytotoxicity 92, MRP reversal with doxorubicin 82, IL1B NFkB inh cell count 2 µM 188 and IL1B NFkB pot cell count 2 µM 188.
`c1ccc(C2COC(c3cccs3)=N2)cc1` (configuration not stated) gave Bcl-B TR3 displacers 1%, MRP reversal 7, IL1B NFkB pot 0, PLAP inhibitors HTS 8%, IL1B NFkB inh 0, MRP reversal cytotoxicity 97, MRP reversal with doxorubicin 90, IL1B NFkB inh cell count 2 µM 136 and IL1B NFkB pot cell count 2 µM 136.
`O=C(c1cnc(N2CCN(c3ncccn3)CC2)c2ccccc12)N1CCN(c2ccccn2)CC1` gave Bcl-B TR3 displacers -6%, MRP reversal -5, IL1B NFkB pot 11, PLAP inhibitors HTS -19%, IL1B NFkB inh -12, MRP reversal cytotoxicity 59, MRP reversal with doxorubicin 64, IL1B NFkB inh cell count 2 µM 159 and IL1B NFkB pot cell count 2 µM 159.
Screening Cc1ccc(/C=N\NC(=O)c2csnn2)cc1 returned Bcl-B TR3 displacers -4%, IL1B NFkB pot 15, PLAP inhibitors HTS -9%, IL1B NFkB inh -15, IL1B NFkB inh cell count 2 µM 119 and IL1B NFkB pot cell count 2 µM 119.
Cc1nn2c(nc1=O)SCC(c1ccccc1)=N2 was read as Bcl-B TR3 displacers 1%, IL1B NFkB pot 22, PLAP inhibitors HTS 5%, IL1B NFkB inh -22, IL1B NFkB inh cell count 2 µM 158 and IL1B NFkB pot cell count 2 µM 158.
CCC(C(=O)Nc1cc(C)on1)c1ccccc1 (configuration not stated) was read as Bcl-B TR3 displacers -6%, MRP reversal -13, IL1B NFkB pot -3, PLAP inhibitors HTS 17%, IL1B NFkB inh 3, MRP reversal cytotoxicity 94, MRP reversal with doxorubicin 107, IL1B NFkB inh cell count 2 µM 47 and IL1B NFkB pot cell count 2 µM 47.
Screening O=C(O)c1c(F)c(F)c(F)c(F)c1-c1ccc(Cl)cc1 returned Bcl-B TR3 displacers -7%, MRP reversal 10, IL1B NFkB pot -9, PLAP inhibitors HTS -3%, IL1B NFkB inh 9, MRP reversal cytotoxicity 100, MRP reversal with doxorubicin 90, IL1B NFkB inh cell count 2 µM 96 and IL1B NFkB pot cell count 2 µM 96.
For CCOc1ccc(OCC)c(NC(=O)C2CCN(S(=O)(=O)c3cccnc3)CC2)c1 the results were Bcl-B TR3 displacers 2%, MRP reversal -2, IL1B NFkB pot 2, PLAP inhibitors HTS -37%, IL1B NFkB inh -2, MRP reversal cytotoxicity 83, MRP reversal with doxorubicin 85, IL1B NFkB inh cell count 2 µM 140 and IL1B NFkB pot cell count 2 µM 140.
Screening COc1ccc(C(=O)N2CCCN(C)CC2)cc1S(=O)(=O)N1CCCc2ccccc21 returned Bcl-B TR3 displacers 7%, MRP reversal -15, PLAP inhibitors HTS -60%, MRP reversal cytotoxicity 55 and MRP reversal with doxorubicin 70.
Screening CCCCNC(=O)NC1(C(F)(F)F)Oc2ccccc2O1 returned Bcl-B TR3 displacers 8%, MRP reversal -19, IL1B NFkB pot 1, PLAP inhibitors HTS -12%, IL1B NFkB inh 0, MRP reversal cytotoxicity 22, MRP reversal with doxorubicin 40, IL1B NFkB inh cell count 2 µM 191 and IL1B NFkB pot cell count 2 µM 191.
Screening Cc1cccc2cc(COC(=O)C3CCCCC3)c(=O)[nH]c12 returned Bcl-B TR3 displacers 8%, MRP reversal -15, IL1B NFkB pot -4, PLAP inhibitors HTS -9%, IL1B NFkB inh 4, MRP reversal cytotoxicity 86, MRP reversal with doxorubicin 102, IL1B NFkB inh cell count 2 µM 110 and IL1B NFkB pot cell count 2 µM 110.
Cc1cccc(Cn2c(CN3CCN(Cc4ccccc4)CC3)nc3c2c(=O)[nH]c(=O)n3C)c1 was read as Bcl-B TR3 displacers -5%, MRP reversal -12, PLAP inhibitors HTS -52%, MRP reversal cytotoxicity 60 and MRP reversal with doxorubicin 72.
CCN(CC)S(=O)(=O)c1ccc(-c2nnc(SCC(=O)Nc3ccc(OC)c(OC)c3)o2)cc1 was read as Bcl-B TR3 displacers 0%, MRP reversal -2, IL1B NFkB pot 18, PLAP inhibitors HTS -76%, IL1B NFkB inh -18, MRP reversal cytotoxicity 83, MRP reversal with doxorubicin 84, IL1B NFkB inh cell count 2 µM 166 and IL1B NFkB pot cell count 2 µM 166.

A portion from further up, as a working copy:
Cc1cccc(Cn2c(CN3CCN(Cc4ccccc4)CC3)nc3c2c(=O)[nH]c(=O)n3C)c1 was read as Bcl-B TR3 displacers -5%, MRP reversal -12, PLAP inhibitors HTS -52%, MRP reversal cytotoxicity 60 and MRP reversal with doxorubicin 72.
CCN(CC)S(=O)(=O)c1ccc(-c2nnc(SCC(=O)Nc3ccc(OC)c(OC)c3)o2)cc1 was read as Bcl-B TR3 displacers 0%, MRP reversal -2, IL1B NFkB pot 18, PLAP inhibitors HTS -76%, IL1B NFkB inh -18, MRP reversal cytotoxicity 83, MRP reversal with doxorubicin 84, IL1B NFkB inh cell count 2 µM 166 and IL1B NFkB pot cell count 2 µM 166.
